Screening results from PubChem.
ERp5 block = inhibitors of human ERp5; 0.05% of 350,000 active; inhibition, % at 9.99 µM; ERp5 insulin aggregation, absorbance 650 nm, 90 min; AID 651711;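 active means mean replicate inhibition above about 25%, with every replicate also reaching it, limit read from the data, passing the limit was not always enough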
Target sequence (Q15084 whole entry, looked up): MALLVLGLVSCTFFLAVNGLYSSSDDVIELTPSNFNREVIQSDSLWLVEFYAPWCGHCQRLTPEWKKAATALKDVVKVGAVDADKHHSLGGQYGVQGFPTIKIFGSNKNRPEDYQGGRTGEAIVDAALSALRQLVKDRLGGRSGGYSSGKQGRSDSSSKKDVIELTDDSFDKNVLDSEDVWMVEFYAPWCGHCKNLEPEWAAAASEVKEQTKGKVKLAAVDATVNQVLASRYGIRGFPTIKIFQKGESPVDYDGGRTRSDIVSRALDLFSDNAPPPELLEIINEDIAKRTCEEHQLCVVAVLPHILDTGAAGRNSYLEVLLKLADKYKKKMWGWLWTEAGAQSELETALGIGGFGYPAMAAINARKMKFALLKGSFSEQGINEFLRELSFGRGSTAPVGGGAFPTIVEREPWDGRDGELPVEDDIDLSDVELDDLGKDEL
SIRT5 inh = blocks human SIRT5 desuccinylation of peptide; AID 652115; Purified SirT5, succinyl-peptide AMC, trypsin-coupled fluorescence; inhibition, % at 15 µM; 1.1% of 330,000 active; in the data active means inhibition above about 15%
Target sequence (Q9NXA8 whole entry, looked up): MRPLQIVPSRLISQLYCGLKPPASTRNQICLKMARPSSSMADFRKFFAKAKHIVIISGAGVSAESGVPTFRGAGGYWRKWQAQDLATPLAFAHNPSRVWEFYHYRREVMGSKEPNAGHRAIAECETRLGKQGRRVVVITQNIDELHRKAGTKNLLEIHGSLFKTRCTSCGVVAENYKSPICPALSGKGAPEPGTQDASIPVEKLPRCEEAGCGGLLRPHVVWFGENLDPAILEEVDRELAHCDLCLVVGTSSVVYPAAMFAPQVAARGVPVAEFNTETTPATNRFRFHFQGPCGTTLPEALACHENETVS
An asterisk follows results filed as active.

| SIRT5 inh | ERp5 block | SMILES |
| --- | --- | --- |
| -4 | 0 | Cc1cccc(NC(=O)COC(=O)c2ccccc2-c2nc3ccccc3s2)c1C |
| 1 | -6 | O=C1CNC[C@H]2[C@@H](c3ccc(C4=CCCCC4)cc3)[C@H](CO)N12 |
| -9 | 6 | O=S(=O)(c1cccc(NC(=S)N2CCN(c3ccccc3F)CC2)c1)C(F)F |
| 3 | -1 | O=C(O)/C(=C\c1ccc(Br)cc1)c1ccc(S(=O)(=O)N2CCCCC2)s1 |
| 3 | 2 | Cc1ccc2ccc(C(Nc3ccccc3)c3ccccc3)c(O)c2n1 (stereo not drawn) |
| -2 | -1 | COc1ccc(-c2sc3ccccc3c2-c2ccc(OC)cc2F)cc1 |
| -1 | 6 | COc1cccc(S(=O)(=O)N2CC[C@H]3[C@H](CO)Nc4ccc(C#Cc5cccnc5)cc4[C@H]32)c1 |
| 4 | -1 | CCCNC(=O)N1CC(=O)N2[C@@H](CO)[C@H](c3ccc(C#Cc4ccc(F)cc4)cc3)[C@@H]2C1 |
| -6 | 2 | CCOC(=O)N1CCN(c2nnc(-c3ccc(C)cc3)c3ccccc23)CC1 |
| 2 | -5 | COc1ccc2c3c(n(C)c2c1)[C@@H](CO)N(C(=O)C1CCCC1)CC31CCN(Cc2cccc(F)c2)CC1 |
| -5 | -6 | COc1ccccc1/C=C/C(=O)OCCCN(C)C |
| -30 | 6 | CCCNC(=O)[C@H]1[C@H](CO)[C@H]2Cn3c(ccc(-c4ccccc4)c3=O)[C@@H]1N2C(=O)CC |
| -1 | -12 | COCC1CCCN(Cc2nc(Cc3ccccc3)no2)C1 (stereo not drawn) |
| -6 | -5 | COc1cc2oc(=O)cc(C)c2c(OC)c1OC |
| -3 | 9 | COc1ccc(NC(=O)COC(=O)[C@@H](NC(=O)c2c(F)cccc2F)C(C)C)cc1 |
| -5 | -2 | O=C(C[C@H]1C=C[C@H](NC(=O)CCN2CCCCC2)[C@@H](CO)O1)Nc1ccccc1 |
| 2 | 9 | C/C=C/c1ccc(C2[C@@H]3CN(S(=O)(=O)c4ccc(F)cc4)C[C@H]2N3)cc1 (stereo partly drawn) |
| 1 | 4 | COc1ccc(C)cc1NC(=O)C(OC(=O)CNC(=O)c1cc(C)cc(C)c1)c1ccccc1 (stereo not drawn) |
| -3 | 6 | COc1ccc2c3c(n(C)c2c1)[C@H](CO)N(CC1CCOCC1)CC31CCN(C(C)=O)CC1 |
| 3 | -1 | O=C(Nc1ccccc1)N1CC(=O)N2[C@H](C1)[C@H](c1ccc(C#CC3CCCC3)cc1)[C@@H]2CO |

(continued)
| SIRT5 inh | ERp5 block | SMILES |
| --- | --- | --- |
| -4 | -2 | COc1ccccc1S(=O)(=O)N[C@@H]1CC[C@@H](CC(=O)NCc2cc(F)cc(F)c2)O[C@H]1CO |
| -2 | 1 | Cc1ccc(C2N(c3ccccc3)C(=O)N3CCCN23)cc1 (stereo not drawn) |
| -2 | 4 | CCC(=O)N1CC2(C1)[C@H](c1ccc(-c3ccc(C)cc3)cc1)[C@@H](CO)N2S(=O)(=O)CC |
| 3 | 6 | CN(C)C(=O)c1ccc(-c2ccc([C@@H]3[C@@H](CO)N4C(=O)CN(C(=O)C5CCCCC5)C[C@H]34)cc2)cc1 |
| 4 | 0 | CC(=O)Nc1ccc(NC(=O)C(C)OC(=O)C2CC(=O)N(CCc3ccccc3)C2)cc1 (stereo not drawn) |
| 1 | -1 | COc1ccc(S(=O)(=O)N(C)C[C@@H]2Oc3c(NC(=O)CCCCCC(=O)Nc4ccccc4N)cccc3C(=O)N([C@@H](C)CO)C[C@H]2C)cc1 |
| -4 | 0 | O=C(c1cnccn1)N1CC(=O)N2[C@H](CO)[C@H](c3ccc(/C=C/c4ccccc4)cc3)[C@@H]2C1 |
| 25* | -6 | CCOC(=O)c1sc2nc(OCc3cccnc3)cc(C)c2c1N |
| 0 | 4 | Cn1c(CNc2ccc(F)cc2)nnc1SCC(=O)NNC(=O)Cc1ccccc1 |
| -5 | -5 | Cc1ccccc1-c1ccc([C@@H]2[C@H]3CN(C(=O)c4ccncc4)CC(=O)N3[C@H]2CO)cc1 |
| 3 | -3 | CCC(C(=O)NC1CCCC1)n1c(C2CCCC2)nc2ccccc21 (stereo not drawn) |
| -2 | 1 | CCOc1cccc(=O)c2c(C)n(Cc3ccccc3)c(C)c12 |
| -1 | 3 | CNC(=O)c1c(NC(=O)c2ccc(S(=O)(=O)N(C)c3ccccc3)cc2)sc2c1CCN(C(C)C)C2 |
| -3 | 4 | CSc1nc(-c2ccccc2)cn1-c1ccc(NC(C)=O)cc1 |
| -3 | -1 | O=C(C[C@H]1CC[C@@H](NC(=O)C2CCOCC2)[C@@H](CO)O1)Nc1ccccc1 |
| -2 | 1 | CC(NC(=O)c1cccc(S(=O)(=O)N(C)C)c1)c1nc2ccccc2[nH]1 (stereo not drawn) |
| 3 | 3 | O=C(c1ccccc1)N1CC(=O)N2[C@@H](CO)[C@H](c3ccc(C4=CCCC4)cc3)[C@@H]2C1 |
| 3 | -1 | C[C@@H]1CN([C@H](C)CO)C(=O)c2cccc(NC(=O)CCCCCC(=O)Nc3ccccc3N)c2O[C@@H]1CN(C)S(=O)(=O)c1cccs1 |
| -1 | 8 | FC(F)(F)c1ccccc1NC(=S)NN=C1CCCCCC1 |
| 1 | 1 | O=C(C1CCCC1)N1CC(=O)N2[C@@H](CO)[C@@H](c3ccc(C#CC4CCCC4)cc3)[C@@H]2C1 |

Fetched one by one from the list above:
| SIRT5 inh | ERp5 block | SMILES |
| --- | --- | --- |
| -2 | 1 | CCOc1cccc(=O)c2c(C)n(Cc3ccccc3)c(C)c12 |
| 3 | -1 | O=C(O)/C(=C\c1ccc(Br)cc1)c1ccc(S(=O)(=O)N2CCCCC2)s1 |

Part of the list above, as labelled records.
> CCOC(=O)c1sc2nc(OCc3cccnc3)cc(C)c2c1N
  SIRT5 inh: 25*
  ERp5 block: -6

> Cn1c(CNc2ccc(F)cc2)nnc1SCC(=O)NNC(=O)Cc1ccccc1
  SIRT5 inh: 0
  ERp5 block: 4

Next entries
| SIRT5 inh | ERp5 block | SMILES |
| --- | --- | --- |
| -4 | 2 | C=CCn1c(SCCN2CCCC2)nc2c([nH]c3ccccc32)c1=O |
| -4 | 6 | COc1ccc2c3c(n(C)c2c1)[C@H](CO)NCC31CN(C(=O)CC2CC2)C1 |
| -1 | 3 | CCCCCNC(=O)C(c1ccc(OC)cc1)n1c(=O)c(-c2ccco2)nc2ccccc21 (stereo not drawn) |
| 1 | -3 | C[C@H](CO)N1C[C@H](C)[C@H](CN(C)S(=O)(=O)c2cn(C)cn2)Oc2ccc(NC(=O)CCCCCC(=O)Nc3ccccc3N)cc2C1=O |
| 0 | 6 | COc1cccc(CCOC(=O)c2c(-c3ccsc3)oc3c2C(OC(C)=O)CCC3)c1 (stereo not drawn) |
| -11 | 2 | OC[C@H]1[C@@H](c2ccccc2)C2(CN(Cc3ccccc3)C2)N1Cc1ccncc1 |
| -1 | 0 | CCC(=O)N[C@@H]1CC[C@H](CC(=O)NCC2CC2)O[C@H]1CO |
| -7 | -7 | COC(=O)C(C(=O)OC)c1cc2c(cc1CNS(=O)(=O)c1ccc(C)cc1)OCO2 |
| 1 | -5 | Cc1ccccc1CN1C(=O)CSCC1(C)C(=O)Nc1ccc2c(c1)OCCO2 (stereo not drawn) |
| -2 | 3 | Cc1cc(C(=O)CN2CCC(C)CC2)c(C)n1-c1ccc(F)cc1 |
| 11 | 1 | O=C(Cc1nc2ccccc2[nH]1)N/N=C/c1ccccc1 |
| 1 | 6 | CC(C)C#Cc1ccc([C@H]2[C@@H](CO)N3C(=O)CN(C(=O)C4CCCCC4)C[C@H]23)cc1 |
| -3 | 6 | O=C1O[C@@H](c2ccccc2)C[C@@H](O)[C@H](O)CCc2ccccc21 |
| -2 | -4 | Cc1ccccc1S(=O)(=O)N1C[C@@H]2C(C(=O)C[C@@H]3C(=O)N(C)C(=O)[C@@H]32)[C@@H]1c1ccc(Cl)cc1 (stereo partly drawn) |
| -3 | -4 | COc1ccccc1Cc1c(-c2ccc(Cl)cc2)nc2c(Cl)cc(C(F)(F)F)cn12 |
| -2 | -4 | C[C@H]1COc2cccc(N3CCSCC3)c2S(=O)(=O)N1 |
| 5 | -1 | COC(=O)c1sc(N2C(=O)C(=O)/C(=C(/O)c3ccccc3)C2c2ccco2)nc1C (stereo not drawn) |
| -2 | 0 | O=S1(=O)N[C@H](Cc2ccccc2)COc2cccc(NCCO)c21 |
| -18 | 4 | CN(C)C(=O)[C@@H]1[C@@H](CO)[C@@H]2Cn3c(ccc(C4=CCCC4)c3=O)[C@H]1N2CCC(F)(F)F |
| -3 | -9 | CCn1c(-c2csc3c2CCC(C)C3)n[nH]c1=S (stereo not drawn) |

Laid out differently: four of the compounds above.
Values run as follows: SIRT5 inh, ERp5 block
C[C@H](CO)N1C[C@H](C)[C@H](CN(C)S(=O)(=O)c2cn(C)cn2)Oc2ccc(NC(=O)CCCCCC(=O)Nc3ccccc3N)cc2C1=O
    1, -3
CC(C)C#Cc1ccc([C@H]2[C@@H](CO)N3C(=O)CN(C(=O)C4CCCCC4)C[C@H]23)cc1
    1, 6
C=CCn1c(SCCN2CCCC2)nc2c([nH]c3ccccc32)c1=O
    -4, 2
COc1ccc2c3c(n(C)c2c1)[C@H](CO)NCC31CN(C(=O)CC2CC2)C1
    -4, 6

Next section
| SIRT5 inh | ERp5 block | SMILES |
| --- | --- | --- |
| -2 | 4 | CCc1cc(C(=O)NC2CCCc3c2cnn3-c2cccc(C)c2C)n(C)n1 (stereo not drawn) |
| -1 | -3 | CCC(=O)N1C[C@@H](C)[C@H](OC)CN(C)C(=O)c2cc(NC(=O)CC(F)(F)F)ccc2OC[C@@H]1C |
| 3 | -2 | O=C(CNC(=O)c1ccccc1)N/N=C/c1ccc([N+](=O)[O-])o1 |
| -4 | 1 | O=C(c1ccc(F)cc1)N1CC(=O)N2[C@H](CO)[C@H](c3ccc(C#CC4CC4)cc3)[C@@H]2C1 |
| -2 | 4 | COc1cccc(C(=O)Nc2ccc(Oc3nnc(-c4ccccc4)c4ccccc34)cc2)c1 |
| 7 | 3 | COc1cccc(C#Cc2ccc([C@@H]3[C@@H](CO)N4C(=O)CN(C(=O)Cc5ccccc5)C[C@H]34)cc2)c1 |
| 1 | 1 | COc1cccc(C#Cc2ccc([C@@H]3[C@H]4CN(C(=O)c5ccncc5)CC(=O)N4[C@H]3CO)cc2)c1 |
| 0 | 3 | O=C(C1CCCC1)N1[C@@H](CO)[C@@H](c2ccccc2)C12CN(Cc1ccc(F)cc1)C2 |
| 1 | -19 | COc1ccc2c3c(n(C)c2c1)[C@H](CO)N(CC1CCCC1)CC31CCN(Cc2nccs2)CC1 |
| 0 | -2 | CCCNC(=O)N1CC2(C1)CN(Cc1ccccn1)[C@@H](CO)c1c2c2ccc(OC)cc2n1C |
| 5 | -3 | COc1ccc2c3c(n(C)c2c1)[C@@H](CO)N(C(=O)c1ccccn1)CC31CCN(C(=O)c2ccccn2)CC1 |
| -2 | 2 | COc1ccc(S(=O)(=O)N2CCC[C@@H]2C(=O)N2CCC[C@H]2C(=O)NCc2ccncc2)cc1C |
| -3 | -7 | CCOC(=O)N1CCN(C(=O)C[C@@H]2C[C@@]3(C(=O)OC)CCCCC=C3N(Cc3ccco3)C2=O)CC1 |
| -1 | -3 | Cc1cc(C)c2cc(C#N)c(NCCNC(=O)c3ccccn3)nc2c1 |
| -4 | 3 | CCC(c1nnnn1-c1ccc2c(c1)OCCO2)N1CCN(c2ccc(OC)cc2)CC1 (stereo not drawn) |
| 3 | -3 | COc1ccc2c3c(n(C)c2c1)[C@@H](CO)N(C(=O)Nc1ccc(F)cc1)CC31CN(CC2CCOCC2)C1 |
| 1 | -1 | O=C(C1CCC1)N1CC2(C1)[C@H](c1ccccc1)[C@H](CO)N2C(=O)NC1CCCC1 |
| -3 | 2 | C=CCN1[C@@H](C)[C@@H](c2ccccc2)Oc2c(Cl)cccc2S1(=O)=O |
| -3 | -2 | COCC(=O)N1[C@H](C#N)[C@H](c2ccccc2-c2ccc(C)cc2)[C@@H]1CO |
| 3 | 2 | C/C(=N\NC(=O)c1ccc(CSc2nncn2C)cc1)c1ccc(Cl)cc1 |

Entries of single compounds from above. Screens in order: SIRT5 inh | ERp5 block
CCc1cc(C(=O)NC2CCCc3c2cnn3-c2cccc(C)c2C)n(C)n1 (stereo not drawn) in the list: -2 | 4
C/C(=N\NC(=O)c1ccc(CSc2nncn2C)cc1)c1ccc(Cl)cc1 in the list: 3 | 2

(more compounds)
| SIRT5 inh | ERp5 block | SMILES |
| --- | --- | --- |
| 0 | -4 | Cc1[nH]n(-c2ccccc2)c(=O)c1C(c1cccc([N+](=O)[O-])c1)c1c(C)[nH]n(-c2ccccc2)c1=O |
| 1 | 2 | CC(/C=C/c1ccccc1)=N\NC(=O)CNC(=O)c1ccccc1Cl |
| 4 | 2 | COc1ccc2c3c(n(C)c2c1)[C@H](CO)N(C(=O)CN(C)C)CC31CCN(C(=O)NC(C)C)CC1 |
| -5 | -2 | CN(C)CC#Cc1ccc([C@H]2[C@H](CO)N3C(=O)CN(C(=O)c4cccnc4)C[C@@H]23)cc1 |
| 0 | 7 | Cc1ccc(S(=O)(=O)N2CC3C(=O)C[C@@H](c4ccccc4)N(S(=O)(=O)c4ccc(CCCOCCOCCNC(=O)OC(C)(C)C)cc4)C3CC2c2ccccc2)cc1 (stereo partly drawn) |
| -6 | -2 | Cc1nccn1-c1ccc(NC(=O)[C@H]2O[C@@H](n3ccc(N)nc3=O)[C@H](O)[C@@H]2O)cc1 |
| 8 | 0 | C[C@@H]1CN([C@@H](C)CO)C(=O)c2cc(NC(=O)CCCN(C)C)ccc2O[C@H]1CN(C)C(=O)Nc1ccc2c(c1)OCO2 |
| -1 | -3 | COc1cccc(C(=O)Nc2c(C)nn(-c3ccccc3)c2C)c1 |
| 4 | 3 | COc1ccc2c3c(n(C)c2c1)[C@H](CO)N(C)CC31CN(S(=O)(=O)c2cccc(C)c2)C1 |
| -2 | -3 | CC(C)NC(=O)C1(C#N)C=C1c1ccccc1 (stereo not drawn) |
| 19* | -3 | O=C(NC1CCCCC1)[C@@H]1[C@@H](CO)[C@@H]2Cn3c(cccc3=O)[C@H]1N2CC1CCCCC1 |
| -7 | -4 | COc1ccc(-c2ccc([C@H]3[C@H](CO)N4C(=O)CN(Cc5ccccc5)C[C@@H]34)cc2)cc1 |

Not all compounds are listed; count on the stated rates, not on these rows.
